CCR6 antag – blocks CCL20-driven beta-arrestin recruitment at human CCR6; P51684; CHO-K1 CCR6 PathHunter beta-arrestin, luminescence, CCL20-stimulated; inhibition, % at 20 µM; hit rate 0.49% among 340,000; AID 493098;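 active = compounds whose inhibition of the agonist-driven luminescence signal at 20 µM reaches about 50%, limit read from the data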;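 note: cells stimulated with CCL20 at 14 nM final; plate controls were DMSO with CCL20 for no effect and DMSO without agonist for full effect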
APJ antag – APJ receptor antagonism | P35414 | CHO-K1 APJ beta-arrestin complementation, luminescence | inhibition, % at 20 µM | hit rate 0.32% among 330,000 | AID 2521;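 active = inhibition above about 40% at 20 µM, limit read from the data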;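 note: cells challenged with 10 nM apelin-13 agonist together with compound; plate controls were apelin-13 plus DMSO wells for no effect and DMSO wells lacking apelin-13 for full effect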
UBC13 polyUb – human UBC13 polyubiquitination inhibition; AID 485273; inhibition, % at 20 µM; UBC13 polyubiquitin chain formation, TR-FRET; P61088; hit rate 0.47% among 330,000; in the data active = inhibition above about 45%, passing the limit was not always enough; inconclusive = no clear call, values can overlap the other calls
Target sequence (P61088 whole entry, looked up): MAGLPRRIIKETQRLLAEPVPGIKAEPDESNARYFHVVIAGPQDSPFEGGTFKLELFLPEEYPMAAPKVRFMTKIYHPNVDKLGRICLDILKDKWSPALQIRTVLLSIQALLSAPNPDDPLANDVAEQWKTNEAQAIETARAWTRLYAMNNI
APJ ag – activates the human apelin receptor APJ | P35414 | CHO-K1 APJ PathHunter beta-arrestin, luminescence; 0% DMSO wells, 100% apelin | activation, % at 20 µM | hit rate 0.11% among 330,000;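 active = activation more than six SD over the plate average, tested at 20 µM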;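 note: 0% = DMSO alone and 100% = apelin-13 at 10 nM; some results filed as inactive read as strong as hits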
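Assay system: CHO-K1 APJ beta-arrestin complementation cell line / Compound: single test compound dose, 20 µM final, 1% DMSO / Times: overnight seeding, 90 min compound at 25 °C, 1 h detection / Technique: beta-gal luminescence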
CXCR6 block – CXCR6 (human) receptor inhibition. O00574. CHO-K1 PathHunter CXCR6 beta-arrestin, luminescence. inhibition, % at 20 µM. hit rate 0.36% among 360,000. AID 602244; in the data active = inhibition above about 34%, passing the limit was not always enough;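 note: antagonist mode with CXCL16 agonist at 10 nM final; 0% = 10 nM CXCL16 with DMSO and 100% = unstimulated wells without agonist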
Gli-Sufu antag – blocks Gli-Sufu signaling in a luciferase reporter; inhibition, % at 5 µM; Sufu-KO-LIGHT fibroblasts, Gli luciferase reporter luminescence; hit rate 0.74% among 340,000;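 active = inhibition above about 55%, limit read from the data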;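 note: 0% = DMSO-treated cells and 100% = wells with medium but no cells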
EBI2 antag – blocks human EBI2 receptor beta-arrestin signaling | hit rate 0.81% among 360,000 | AID 651636 | inhibition, % at 5 µM | EBI2 beta-arrestin recruitment, luminescence, 7a,25-OHC stimulated; in the data active = inhibition above about 38%;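 note: enzyme fragment complementation signal reports receptor beta-arrestin coupling in cells; 0% = agonist plus DMSO wells and 100% = wells without agonist; some results beyond the cut were filed as inactive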
Target sequence (P32249 whole entry, looked up, the tested form may be a part): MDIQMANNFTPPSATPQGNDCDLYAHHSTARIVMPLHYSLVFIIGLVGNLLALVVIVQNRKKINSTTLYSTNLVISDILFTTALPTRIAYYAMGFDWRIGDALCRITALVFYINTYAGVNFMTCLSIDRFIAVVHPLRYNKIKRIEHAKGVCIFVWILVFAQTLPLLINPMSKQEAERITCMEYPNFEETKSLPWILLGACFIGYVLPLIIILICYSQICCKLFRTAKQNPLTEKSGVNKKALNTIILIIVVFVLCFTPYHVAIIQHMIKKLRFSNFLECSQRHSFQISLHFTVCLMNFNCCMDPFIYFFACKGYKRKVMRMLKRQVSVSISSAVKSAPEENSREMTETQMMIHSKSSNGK
ATG4B inh – inhibitors of human ATG4B cysteine protease; Q9Y4P1; ATG4B cleavage of LC3-PLA2, NBD-HPC fluorescence, 1 h; inhibition, % at 8.33 µM; hit rate 0.51% among 340,000; AID 504462; in the data active = inhibition above about 40%
Target sequence (Q9Y4P1 whole entry, looked up): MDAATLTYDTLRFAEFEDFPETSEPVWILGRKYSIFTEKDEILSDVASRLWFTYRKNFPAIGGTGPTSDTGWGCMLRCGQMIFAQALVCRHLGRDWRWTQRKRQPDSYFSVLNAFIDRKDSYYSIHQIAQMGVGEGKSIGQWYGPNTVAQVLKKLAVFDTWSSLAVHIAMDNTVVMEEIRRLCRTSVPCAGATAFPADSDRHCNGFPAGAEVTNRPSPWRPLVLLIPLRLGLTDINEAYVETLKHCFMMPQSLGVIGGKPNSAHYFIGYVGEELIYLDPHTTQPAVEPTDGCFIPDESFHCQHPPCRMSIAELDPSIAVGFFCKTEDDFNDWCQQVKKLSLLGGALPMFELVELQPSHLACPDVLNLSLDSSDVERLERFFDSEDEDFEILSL
Starred values were filed as active, the others as inactive; ? = inconclusive; nt = no result given.

nr	SMILES	CCR6 antag	APJ antag	UBC13 polyUb	APJ ag	CXCR6 block	Gli-Sufu antag	EBI2 antag	ATG4B inh
1	O=C(c1ccc2c(c1)OCO2)N1CCC2(CC1)Oc1ccc(F)cc1C(=O)C21CC(c2ccccc2)=NO1 (centres undefined)	17	8	-14	9	3	-3	4	8
2	CCOC(=O)CC(=O)c1cc(OC)c(OC)c(OC)c1	6	4	-2	-4	3	3	-25	0
3	Cc1[nH]c2ccccc2c1C(c1ccccn1)c1c(C)[nH]c2ccccc12	19	14	-15	0	14	7	12	-20
4	O=C(O)c1ccc(N=Nc2c(O)[nH]c3cc(Cl)ccc23)cc1	22	19	-1	-4	14	-115	-7	-1
5	Cc1nccn1CCCN1C(=O)OC2(CCCCC2)C1(C)O (centres undefined)	-24	1	0	-2	-2	6	-2	-5
6	Nc1ncnc(N(c2ccccc2)C2CCCCC2)c1[N+](=O)[O-]	-2	-12	2	-5	31	1	4	12
7	Cn1cnnc1SCCn1c(N2CCCCC2)nc2c1c(=O)[nH]c(=O)n2C	-5	8	-3	-3	6	nt	6	0
8	O=[N+]([O-])c1sccc1CS(=O)(=O)c1ccccc1	-3	-15	-5	4	2	2	1	0
9	COc1cc(C(=O)OCc2nc3ccsc3c(=O)[nH]2)c([N+](=O)[O-])cc1OC	3	-35	-3	0	10	1	-2	2
10	CCOC(=O)c1cccnc1SCC(=O)NC(C)CC (centres undefined)	7	-16	-5	-3	3	8	1	4
11	Cc1cc(NC(=O)c2ccc3nccnc3c2)ccc1Br	10	6	-10	-1	-13	-85	13	-8
12	c1ccc(-c2nc(C3CCCCC3)c3sccc3n2)cc1	16	18	2	3	-5	-8	-10	-5
13	O=C(CC(=O)c1c(F)cccc1Cl)c1ccccc1O	-4	14	-5	-1	2	-10	-4	2
14	O=C(NNC(=S)NCc1ccc(Cl)cc1)c1ccc2c(c1)OCO2	7	6	1	-1	5	-12	1	-13
15	CCOc1ccc([C@@H]2CC=C(C(=O)O)[C@H](c3ccc(F)cc3)N2S(=O)(=O)c2ccc(C)cc2)cc1	3	9	-15	1	-7	-5	0	-7
16	Cc1cc(C)cc(NC(=O)Nc2cc(-c3ccccc3)nn2C)c1	-3	-5	13	-4	0	2	-3	-8
17	COCCN(C(=O)COC(=O)C1CC1C)c1c(N)n(Cc2ccccc2)c(=O)[nH]c1=O (centres undefined)	-2	7	2	-6	3	1	-2	-3
18	COc1ccc(/C=C/C(=O)c2ccc[nH]2)cc1OC	14	-9	2	-4	-19	-36	-17	-3
19	CC(C)(C)c1ccc(/C=C/C(=O)O)s1	5	0	6	-1	3	-2	0	7
20	COc1cc2c(cc1OC)C(C)N(C(=O)c1sc(-c3cnccn3)nc1C)CC2 (centres undefined)	0	4	4	2	nt	8	nt	4
21	Cc1cccc(-c2oc3ccc(-c4ccc5c(c4)OCO5)cc3c2C#Cc2cncn2C)c1	-5	-5	24	2	-7	8	-2	-7
22	COCCN(C(=O)CCc1nnc(Cc2c[nH]c3ccccc23)o1)C(C)C	12	14	-2	0	2	-4	1	-7
23	COc1ccccc1/C=C/C(C)=O	-14	12	8	1	-16	6	-4	-9
24	CC(C)(C)NC(=O)NC(=O)COC(=O)Cc1c(Cl)cccc1Cl	16	18	-11	0	-5	7	6	9
25	C=CC[N+]1(CC=C)CCOCC1	7	0	8	-2	0	-24	-11	1
26	CCSc1nnc(NC(=O)C2CCN(S(=O)(=O)c3ccccc3C(F)(F)F)CC2)s1	3	3	9	-1	2	-1	13	-2
27	Cc1cccc(Cc2ccc(Cl)nn2)c1	-3	0	7	-1	-6	-7	-7	5
28	COC(=O)C1Cc2c([nH]c3ccccc23)CN1C(C)=O (centres undefined)	-6	-19	4	1	-2	-3	-1	0
29	Cc1ccccc1CN(c1ccc(C(=O)NCc2ccccn2)cc1)S(C)(=O)=O	12	6	3	-2	-5	-22	-6	-1
30	CCCNC(=O)CCCN1C(=O)c2ccccc2Sc2ncccc21	16	3	-2	1	-3	25	-4	3
31	COC(=O)c1ccc(NC2c3ncccc3C(=O)N2Cc2cccs2)cc1 (centres undefined)	-8	14	4	2	12	24	-1	-3
32	CCOc1ccc(CCNC(=O)CSc2nc3ncc(Cl)cc3[nH]2)cc1OCC	-1	0	-3	-5	-16	-1	-1	0
33	Cc1onc(-c2ccccc2)c1C(=O)NNC(=S)NC(=O)c1ccc(F)cc1	15	21	-18	-1	2	-2	4	-7
34	COc1cccc(C2CC(C(F)(F)F)n3ncc(C(=O)Nc4c(C)n(C)n(-c5ccccc5)c4=O)c3N2)c1 (centres undefined)	4	19	-1	2	-8	-14	-1	-8
35	Cc1ccc(NS(=O)(=O)c2c(C)[nH]c(C)c2C(=O)N2CCCCC2)c(Br)c1	14	-12	?	-2	7	-7	4	-4
36	CCn1c(C(C)NC(=O)c2cccc(C)c2)nc2ccccc21 (centres undefined)	1	0	-3	-1	4	-1	-8	-4
37	CCOC(=O)C1=CNS(=O)(=O)NC1c1ccc(C)cc1 (centres undefined)	12	nt	nt	nt	2	1	-3	-1
38	COc1ccc(C2CC(c3ccc(OC)c(OC)c3)=NN2S(C)(=O)=O)cc1 (centres undefined)	5	7	-5	-6	-2	-96	-8	-4
39	CCN(CC(=O)Nc1c(F)cccc1F)C(=O)Cc1ccccc1	-5	12	6	-2	6	-5	-6	-6
40	CCN(CC)C(=O)CSc1nc(O)cc(=O)n1C	-6	-7	2	-5	-6	-1	-2	-10
41	CC(=O)Nc1nn(C)c2nc(C)cc(C)c12	-1	-13	3	-1	1	3	-1	0
42	COc1ccc(-n2c(=O)[nH]c3c(C(N)=O)nc(C4CCCCC4)nc32)cc1	5	10	7	-2	8	7	-8	-6
43	CCN(CC)CCn1c2ccccc2c2cnc(N=CN(C)C)c(C#N)c21	9	-26	-10	-4	5	6	4	-5
44	COc1cc(OC)c(NC(=O)c2cc3ccccc3cc2O)cc1Cl	-14	nt	nt	nt	-21	-13	-8	18
45	CCCCCNc1nc(N2CCCC2)c2c(c1C#N)CCN(C)C2	5	-9	27	-12	-6	3	0	-1
46	Cc1c(N(C(=O)c2cc(=O)[nH]c3ccccc23)C(C)C)c(=O)n(-c2ccccc2)n1C	-15	4	-7	3	-1	4	-1	-10
47	Cc1ccc(S(=O)(=O)Nc2ccccc2C(=O)N2CCN(C)CC2)cc1	-13	3	0	-5	-14	2	2	1
48	COc1ccc(NC(=O)Cc2ccccc2F)cc1S(=O)(=O)N1CCCCC1	18	-10	5	-3	-1	-11	7	-7
49	CCOc1ccc(N=C/C=C/c2ccccc2)c(O)c1	52*	-12	-59	6	-5	-60	-9	-1
50	O=C(Nc1ccc(S(=O)(=O)Nc2ncccn2)cc1)c1ccc(S(=O)(=O)N2CCCC2)cc1	1	-7	-4	-1	0	-8	-4	1
51	Cc1noc(C)c1NC(=O)Nc1cccc2c1O[C@H](CN(C)C(=O)Nc1ccccc1)[C@@H](C)CN([C@H](C)CO)C2=O	-1	-4	6	0	-6	-7	-4	3
52	O=C(O)CC(NC(=O)C12CC3CC(CC(C3)C1)C2)c1ccc(OC2CCCC2)cc1 (centres undefined)	-2	-4	-12	-1	1	6	7	0
53	CC(C)NC(=O)CCNS(=O)(=O)c1ccc(Br)cc1	1	9	-2	3	0	0	-3	8
54	O=S(=O)(c1ccc(F)cc1)n1ccc(-c2cnc(-c3ccccc3)s2)n1	22	-6	1	-2	3	-56	34	-8
55	C/C(CC(=O)Nc1cccc(C(F)(F)F)c1)=N/NC(=O)C(=O)NCCO	0	6	-8	-1	4	1	-3	3
56	CCOC(=O)N/N=C\c1cccc(OC)c1OC/C=C/c1ccccc1	18	1	-5	-1	8	-6	0	6
57	C#CCSc1[nH]c(=O)cc(C)c1C#N	7	1	2	-2	-3	-1	-9	-8
58	COc1ccc2c(c1)c(=O)oc1cc(OCC(=O)NC3CC3)ccc12	9	15	7	0	6	5	-2	-7
59	CC(=O)N/C(=C/c1ccc2c(c1)OCO2)C(=O)NC(Cc1ccccc1)C(=O)O (centres undefined)	10	9	-6	0	-11	-28	-10	-7
60	Cc1ccc(N2CC(C(=O)Nc3nnc(SCCC4OCCO4)s3)CC2=O)cc1 (centres undefined)	-11	5	3	3	-1	3	12	-8

Gathered by group, the compounds so far with a Cl atom
nr	SMILES	CCR6 antag	APJ antag	UBC13 polyUb	APJ ag	CXCR6 block	Gli-Sufu antag	EBI2 antag	ATG4B inh
4	O=C(O)c1ccc(N=Nc2c(O)[nH]c3cc(Cl)ccc23)cc1	22	19	-1	-4	14	-115	-7	-1
13	O=C(CC(=O)c1c(F)cccc1Cl)c1ccccc1O	-4	14	-5	-1	2	-10	-4	2
14	O=C(NNC(=S)NCc1ccc(Cl)cc1)c1ccc2c(c1)OCO2	7	6	1	-1	5	-12	1	-13
24	CC(C)(C)NC(=O)NC(=O)COC(=O)Cc1c(Cl)cccc1Cl	16	18	-11	0	-5	7	6	9
27	Cc1cccc(Cc2ccc(Cl)nn2)c1	-3	0	7	-1	-6	-7	-7	5
32	CCOc1ccc(CCNC(=O)CSc2nc3ncc(Cl)cc3[nH]2)cc1OCC	-1	0	-3	-5	-16	-1	-1	0
44	COc1cc(OC)c(NC(=O)c2cc3ccccc3cc2O)cc1Cl	-14	nt	nt	nt	-21	-13	-8	18

New compounds follow
nr	SMILES	CCR6 antag	APJ antag	UBC13 polyUb	APJ ag	CXCR6 block	Gli-Sufu antag	EBI2 antag	ATG4B inh
61	Cc1ccc(C(=O)c2cn(-c3ccc(F)c(Cl)c3)nn2)cc1	14	17	2	-2	-3	-26	2	8
62	COC(=O)c1ccc(C(=O)OC)c(NC(=O)CN2CCCCC2)c1	9	-5	3	-3	-2	-4	5	3
63	O=C(CN1C(=O)C2CCCCC2C1=O)Nc1ccccc1C(=O)O (centres undefined)	7	13	4	-3	4	49	-1	-1
64	CCCCC1=CC2=C(c3ccco3)C(=O)C(C)(OC(=O)c3ccc(OC)cc3)C(=O)C2=CN1C1CC1 (centres undefined)	18	-77	15	9	-19	5	-12	14
65	CCOC(=O)c1sc(NC(=O)c2cc3c(s2)CCC(C)C3)nc1C (centres undefined)	-30	7	9	-2	2	5	17	-20
